From PubChem
HT1080 IDH1KD tx = toxicity to HT-1080 IDH1 knockdown cells (counter line). HT-1080 IDH1 knockdown viability, ATP luminescence, 48 h. Potency, µM (titrated, usually from 46.1 µM), for the others: top-dose activity, negative = toxicity, usual class: cytotoxic. hit rate 2% among 360,000;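 further: potency means the concentration at half of the fitted maximal effect; 0% = DMSO wells and -100% = cell-free medium wells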
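Luminescent ATP read-out (CellTiter-Glo, 10 min at room temperature) after 48 h compound exposure at 37 °C gave viability of IDH1-knockdown HT-1080 cells. Activity was normalised to DMSO and cell-free wells, then fitted as concentration-response curves.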
SW480 rerep = inducers of DNA re-replication in SW480 colon cancer cells; SW480 DNA re-replication, Hoechst DNA content imaging, 48 h; Potency, µM (series often up to 46.1 µM), without a hit: top-dose re-replication activation, usual class: activators; hit rate 1.8% among 340,000; further: potency means the concentration at half of the fitted maximal effect; % of control where 0% means no effect; nearly all actives have a fitted effect of over 55% in size
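DNA re-replication was detected as more nuclei of elevated Hoechst intensity after 48 hr exposure to compound (23 nL pinned per well of 250 cells).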
GLP1R ag = activates the human GLP-1 receptor. P43220. HEK293 GLP-1R CRE-luciferase, luminescence, 4-6 h; cells express a hypersensitive GLP-1R form. Potency, µM (top dose mostly 45.6 µM), without a hit: at the top dose activation, actives largely listed as activators. hit rate 0.007% among 380,000. AID 624172; further: potency means the concentration at half of the fitted maximal effect; % of control where 0% means no effect
Target sequence (P43220 whole entry, looked up): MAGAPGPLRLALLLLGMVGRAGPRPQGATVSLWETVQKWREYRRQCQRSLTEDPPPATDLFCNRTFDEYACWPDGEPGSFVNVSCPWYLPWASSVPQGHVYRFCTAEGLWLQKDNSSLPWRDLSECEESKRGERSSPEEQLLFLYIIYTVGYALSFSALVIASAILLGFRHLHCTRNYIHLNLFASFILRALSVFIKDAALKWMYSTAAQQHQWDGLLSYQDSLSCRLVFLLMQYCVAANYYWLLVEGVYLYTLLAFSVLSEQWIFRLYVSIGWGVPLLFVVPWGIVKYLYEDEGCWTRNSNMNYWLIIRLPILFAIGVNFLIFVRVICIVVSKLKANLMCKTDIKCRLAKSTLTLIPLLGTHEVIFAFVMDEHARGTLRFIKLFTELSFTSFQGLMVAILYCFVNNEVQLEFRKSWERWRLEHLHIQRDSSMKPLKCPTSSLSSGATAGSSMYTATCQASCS
IL-1B inflam inh = blocks inflammasome-driven IL-1 beta release; AID 743279; activity change, % at 57.5 µM; hit rate 4.7% among 360,000; THP-1 LPS/ATP IL-1B secretion, AlphaLISA, 16 h; stronger effect = lower value; in the data active means activity change below about -50%; inconclusive means mostly about -30% to -49%; further: on the % scale 0 is the no-effect control and ±100 the full control effect
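THP-1 cells pretreated 1 hr with compounds (up to 57.5 uM final), then stimulated with LPS (250 ng/mL final) plus ATP (1.25 mM final); secreted IL-1B measured by AlphaLISA after 16 hr, decreased signal indicating inhibition.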
D3 ag = activates the human D3 dopamine receptor | D3R DiscoveRx beta-arrestin cells, luminescence, 90 min | AID 652048 | hit rate 0.58% among 410,000 | max activation, % | P35462; in the data active means max activation above about 30%; further: 0% is about no effect; mostly tested at two doses, the higher about 12 µM
Target sequence (P35462 whole entry, looked up): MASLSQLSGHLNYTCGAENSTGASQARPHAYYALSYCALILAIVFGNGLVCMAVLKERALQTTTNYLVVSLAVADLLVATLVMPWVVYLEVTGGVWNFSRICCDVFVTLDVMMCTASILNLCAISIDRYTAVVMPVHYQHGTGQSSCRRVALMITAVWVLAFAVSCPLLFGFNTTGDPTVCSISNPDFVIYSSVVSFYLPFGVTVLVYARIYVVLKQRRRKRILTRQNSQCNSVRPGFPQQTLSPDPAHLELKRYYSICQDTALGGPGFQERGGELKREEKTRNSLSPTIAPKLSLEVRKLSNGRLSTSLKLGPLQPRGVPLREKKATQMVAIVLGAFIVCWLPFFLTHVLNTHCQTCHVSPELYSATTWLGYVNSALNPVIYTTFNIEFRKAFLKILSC
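Agonist mode: compounds and dopamine controls were applied to plated cells for 90 min at 37 degrees C after an overnight attachment at 1500 cells/well. Luminescent read-out followed 30 - 60 minutes at room temperature with DiscoveRx detection reagent.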
KB-3-1 cytotox = kills parental KB-3-1 adenocarcinoma cells | KB-3-1 viability, CellTiter-Glo ATP luminescence, 72 h | Potency, µM (series often up to 46.1 µM), without a hit: at the highest dose activity change, negative = cytotoxic, hits mostly cytotoxic | hit rate 1.4% among 400,000 | AID 1347075; further: potency means the concentration at half of the fitted maximal effect; on the % scale 0 is the no-effect control and ±100 the full control effect; nearly all actives have a fitted effect of over 60% in size
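Here the drug-naive KB-3-1 line serves as comparator for MDR sub-line selectivity; cells received compound titrations, 72 h at 37 °C, then CellTiter-Glo readout.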
HT1080-NT tox = kills 2HG-producing HT-1080-NT fibrosarcoma cells. AID 686970. HT-1080-NT fibrosarcoma viability, CellTiter-Glo ATP luminescence, 48 h. Potency, µM (top dose mostly 46.1 µM), without a hit: top-dose activity, negative = less viability, usual class: cytotoxic. hit rate 1.6% among 360,000;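 further: NT is the 2HG producing partner of a matched IDH1 knockdown line; potency means the concentration at half of the fitted maximal effect; 0% = DMSO-treated cells and -100% = media-only wells without cells; nearly all actives have a fitted effect of over 55% in size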
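Fibrosarcoma NT cells, 750 per well in 5% FBS RPMI, were exposed to compound for 48 hours. Viability: CellTiter-Glo luminescence.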
KB-V1 MDR tox = kills drug-selected multidrug resistant KB-V1 cells; hit rate 3.4% among 400,000; Potency, µM (top dose mostly 46.1 µM), inactives show top-dose activity change, negative = cytotoxicity, hits mostly cytotoxic; KB-V1 MDR cells viability, CellTiter-Glo, 72 h; further: potency means the concentration at half of the fitted maximal effect; on the % scale 0 is the no-effect control and ±100 the full control effect; nearly all actives have a fitted effect of over 60% in size
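Cytotoxicity toward P-gp-expressing KB-V1 cells was determined as loss of CellTiter-Glo luminescence after 72 h at 37 degrees C. Compounds were tested in quantitative HTS format across a concentration range, with curves fitted to normalized data.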
DRD3 antagonist = blocks the human D3 dopamine receptor | P35462 | D3R cells, DiscoveRx beta-arrestin luminescence, antagonist mode; stronger effect = lower value | max response, negative = inhibition, % | hit rate 2.5% among 360,000; in the data active means max response below about -50%; inconclusive means no clear call, values can overlap the other calls; further: on the % scale 0 is the no-effect control and ±100 the full control effect; mostly tested at two doses, the higher about 12 µM
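Cells plated overnight at 1500 cells/well, then exposed to library compounds with dopamine controls for 90 minutes at 37 degrees C. DiscoveRx reagent added for 30–60 minutes at room temperature; luminescence read, quantitative HTS format.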
Numbers without * were called inactive; u = inconclusive; x = not tested or not shown; [ ] = remark or other dose. Unless noted, the call rests on the fitted dose curve; in most records, active means well fitted curve in the direction sought with a large enough effect; inconclusive means small, poorly fitted or top-dose-only effect, or another doubt; inactive means no such curve, though single readings can be large; an effect the other way counts as inactive or inconclusive.

SMILES	HT1080 IDH1KD tx	SW480 rerep	GLP1R ag	IL-1B inflam inh	D3 ag	KB-3-1 cytotox	HT1080-NT tox	KB-V1 MDR tox	DRD3 antagonist
O=C1C=C(c2ccnc3cc(Cl)ccc23)C[C@@H](c2ccc3c(c2)OCO3)C1	-26%	0%	6%	-5	10	23µM*	-23%	-16%	0
COc1ccc2nc(Nc3ccc4c(c3)OCO4)sc2c1	u	-3%	0%	u	2	17%	u	13%	19
CC(=NCCN1CCOCC1)C1=C(O)c2ccccc2C1=O	6%	-2%	4%	-4	1	13%	14%	-6%	-20
N#Cc1nc(-c2cccc3ccccc23)oc1N1CCCCC1	5%	u	-4%	-14	6	1%	1%	-2%	11
CCOC(=O)c1c(NC(=O)CSc2nc3ccc(OC)cc3[nH]2)sc2c1CC(C)(C)NC2(C)C	-25%	u	13%	-94*	-9	6%	1%	1%	-6
c1ccc(CNc2cccnc2)cc1	1%	x	8%	-14	-5	6%	-2%	-2%	-16
O=C(Cc1ccc(Br)cc1)OCC(=O)c1ccc2c(c1)OCCO2	1%	-9%	-7%	0	-5	8%	0%	16%	-4
O=C(C1=C(O)C(=O)N(CCOCCO)C1c1cccc([N+](=O)[O-])c1)c1cccs1 (stereo not given)	16%	0%	-5%	0	-8	11%	27%	19%	0
CNC(=O)Nc1ccccc1C(=O)Nc1ccccc1	3%	-2%	3%	-6	-5	-10%	11%	-15%	1
CC(=O)NC/C(C)=N\Nc1ccc([N+](=O)[O-])cc1	3.7µM*	8%	14%	-23	-6	u	4.6µM*	20%	-19
CCCNC(=O)C1(C)CCCN(Cc2ccc(-n3ccnc3)cc2)C1 (stereo not given)	u	x	8%	-2	1	0%	7%	5%	20
CCOc1ccc(S(=O)(=O)/N=C(/Nc2ccc(C)c(S(=O)(=O)N3CCOCC3)c2)c2ccccc2)cc1	0%	1%	10%	u	-14	-15%	-3%	9.2µM*	u
O=C(c1ccccn1)N(Cc1cc2ccccc2[nH]c1=O)C1CCCCC1	17%	-5%	-1%	12	-4	12%	23%	9%	0
COc1cccc(/C=C(/C(=O)OCC(=O)NC2CCCC(C)C2C)c2ccccc2)c1 (stereo not given)	u	-16%	10%	-65*	5	-16%	u	-17%	10
NNC(=O)c1cnn(Cc2ccccc2)c1N	u	-4%	1%	21	-12	3%	-14%	u	-25

Just KB-V1 MDR tox and D3 ag, for some of the entries so far:
compound	KB-V1 MDR tox	D3 ag
NNC(=O)c1cnn(Cc2ccccc2)c1N	u	-12
CNC(=O)Nc1ccccc1C(=O)Nc1ccccc1	-15%	-5
CCOc1ccc(S(=O)(=O)/N=C(/Nc2ccc(C)c(S(=O)(=O)N3CCOCC3)c2)c2ccccc2)cc1	9.2µM*	-14
CCCNC(=O)C1(C)CCCN(Cc2ccc(-n3ccnc3)cc2)C1 (stereo not given)	5%	1
COc1cccc(/C=C(/C(=O)OCC(=O)NC2CCCC(C)C2C)c2ccccc2)c1 (stereo not given)	-17%	5
O=C1C=C(c2ccnc3cc(Cl)ccc23)C[C@@H](c2ccc3c(c2)OCO3)C1	-16%	10

Next part
SMILES	HT1080 IDH1KD tx	SW480 rerep	GLP1R ag	IL-1B inflam inh	D3 ag	KB-3-1 cytotox	HT1080-NT tox	KB-V1 MDR tox	DRD3 antagonist
COC(=O)c1c(NC(C)=O)sc(Cc2ccccc2)c1C	-17%	-1%	26%	28	0	4%	-5%	1%	28
Cc1cccc(OCC(=O)Nc2cccc(-c3nnc(-c4ccccc4)o3)c2)c1C	1%	1%	-4%	0	18	-5%	10%	6%	11
COc1ccc(-c2nnn(CC(=O)N(Cc3cccs3)C(C)C(=O)NCCC(C)C)n2)cc1OC (stereo not given)	-13%	-3%[9.22 µM]	4%	0	2	-5%	-27%	4%	22
Cc1ccc(SCCC(=O)OCC(=O)NCC2CCCCC2)cc1	-5%	0%	4%	14	0	8%	1%	-5%	10
CC(=O)Oc1ccc(Cl)cc1/C=C/c1ccc2ccccc2n1	u	u	11%	-2	-9	u	u	u	21
O=C(COC(=O)c1ccc([N+](=O)[O-])o1)NC12CC3CC(CC(C3)C1)C2	-1%	4%	7%	-9	4	17%	-3%	-1%	-16
COc1ccc(CCNC(=O)c2ccc3c(=O)n4c(nc3c2)CCC4)cc1OC	-2%	-5%	13%	28	3	-7%	2%	4%	4
Cc1cc(C)nc(Sc2nc(Nc3ccccc3)nc(Sc3nc(C)cc(C)n3)n2)n1	-26%	u	-4%	-54*	1	21µM*	-12%	u	-10
COc1ccc(Cl)cc1NC(=O)Cn1c(=O)n(CCCC(=O)NCCc2ccc(OC)c(OC)c2)c(=O)c2ccccc21	x	x	1%	x	-7	11%	x	-6%	x
CCOc1ccc(OCC)c(NC(=O)C2CCCN(S(=O)(=O)c3cnc[nH]3)C2)c1 (stereo not given)	7%	1%	-4%	-5	5	5%	1%	-12%	-10
CCOC(=O)c1ccc(NS(C)(=O)=O)cc1	11%	2%	6%	4	4	8%	u	9%	20
CCC(C)NC(=O)c1ccccc1NS(=O)(=O)c1ccc(OC)c(OC)c1 (stereo not given)	14%	3%	9%	14	-14	6%	7%	-24%	34
O=C(NCCc1ccccc1)C1CCCN(S(=O)(=O)c2cccs2)C1 (stereo not given)	0%	1%	11%	5	1	7%	17%	-16%	16
Cc1cc(N/N=C/c2ccccc2Br)nc2ccccc12	20%	3%	0%	9	-14	4%	6%	-28%	-21
COc1cccc(N(CC(=O)N/N=C(\C)c2cccs2)S(C)(=O)=O)c1	8%	0%	0%	-7	3	18%	-2%	3%	6
CCCCCC1C(C(=O)OCC)C(=O)NC1(C(=O)OCC)C(=O)OCC (stereo not given)	-1%	3%	1%	27	-4	0%	-3%	u	-3
COc1cc(Cl)c(C)cc1NC(=O)COc1ccccc1[N+](=O)[O-]	-11%	-4%	-8%	7	12	-2%	0%	-8%	6
Cc1ncc([N+](=O)[O-])n1Cc1ccccc1	-3%	17%	-9%	21	-3	5%	-5%	7%	-10
OC(Cc1ccncc1)(c1ccccc1)c1ccccc1	-5%	-1%	2%	6	-5	-6%	0%	-11%	-6
O=C(COC(=O)c1cc(F)cc(F)c1)Nc1cccnc1Cl	-2%	-1%	13%	-5	-1	21%	-10%	-1%	15
CC(CC(=O)Nc1ccc(S(=O)(=O)N2CCOCC2)cc1)c1ccccc1 (stereo not given)	-14%	-2%	4%	28	13	6%	0%	-12%	9
Cc1ccc(NC(=O)CC2S/C(=N/N=C/c3ccco3)NC2=O)cc1Cl (stereo not given)	3%	-19%	1%	21	-1	-1%	-1%	-2%	-3
CC(C)(C)n1nc2c(c1NC(=O)c1cccs1)CS(=O)C2 (stereo not given)	16%	-5%	-1%	6	6	21%	12%	u	-9
CCCNC(=S)NCc1ccc(Cl)cc1	-1%	-1%	1%	-4	-12	3%	-4%	-2%	-25
CN1C(=O)C(O)(CC(=O)c2cccs2)c2ccccc21 (stereo not given)	15%	-4%	0%	13	1	0%	22%	0%	3
CCCCCC(=O)Nc1cccc(C2=NOC3(C2)C[C@H](C(N)=O)N(C(=O)[C@H]2CCC(=O)N2)C3)c1 (stereo not given in full)	9%	1%[9.22 µM]	0%	-6	-30	13%	3%	-14%	-10
COc1cccc(CNCCSc2nnnn2C)c1OCc1ccc(F)cc1	x	x	0%	x	-2	-5%	x	-1%	x
Cc1ccc(Cn2c(C(=O)O)c(CNCc3ccc(OC(C)C)cc3)c3ccc(C)cc32)cc1	x	x	-6%	x	4	u	x	-2%	x
COc1ccc(NC(=O)N(C)C[C@H]2OCCCC[C@H](C)Oc3ccc(NS(=O)(=O)c4cn(C)cn4)cc3C(=O)N([C@H](C)CO)C[C@@H]2C)cc1	3%	x	2%	35	4	u	5%	14%	7

Structures from the list above containing a furan ring, fused or not, in the order listed:
SMILES	HT1080 IDH1KD tx	SW480 rerep	GLP1R ag	IL-1B inflam inh	D3 ag	KB-3-1 cytotox	HT1080-NT tox	KB-V1 MDR tox	DRD3 antagonist
O=C(COC(=O)c1ccc([N+](=O)[O-])o1)NC12CC3CC(CC(C3)C1)C2	-1%	4%	7%	-9	4	17%	-3%	-1%	-16
Cc1ccc(NC(=O)CC2S/C(=N/N=C/c3ccco3)NC2=O)cc1Cl (stereo not given)	3%	-19%	1%	21	-1	-1%	-1%	-2%	-3
